Screens: PubChem BioAssay, several laboratories
ABCB6 inh MLPCN – inhibitors of human ABC transporter ABCB6; K562-ABCB6 porphyrin accumulation, flow cytometry, 1 h; stronger effect = lower value; fluorescence ratio to DMSO, % at 10 µM; Q9NP58; 360,000 compounds, 0.19% hits;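 active means fluorescence ratio to DMSO below 75%, the collection mean minus 3 SD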;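 further: signal is porphyrin accumulated inside mitochondria; 100% equals median channel fluorescence of DMSO control wells; lower ratio means ABCB6 inhibition with less porphyrin fluorescence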
N-glyco inh – blocks N-linked glycosylation in D54 reporter cells; D54 ERlucT glycosylation luciferase reporter, 24 h; percent of 100 nM tunicamycin response; reporter increase, % at 12.5 µM; 360,000 compounds, 0.23% hits;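 active means mean luciferase reporter signal, scaled so untreated is 0 and the glycosylation-blocking control 100, at or above a set limit in every replicate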;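 further: luciferase carries N-glycosylation sites so blocking glycosylation raises the light; 0% = median of neutral control wells and 100% = median of 100 nM tunicamycin wells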
MC4R barr agon – human MC4R agonism via beta-arrestin. U2OS MC4R beta-arrestin complementation, luminescence; percent of melanotan II response, DMSO zero. 360,000 compounds, 0.98% hits. P32245. activation, % at 8.9 µM. AID 540308;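 active means activation above a per-plate cutoff, the mean activation of sample wells on that plate plus 3 SD, cut at about 8% in these data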
PDI turbidity – inhibitors of human protein disulfide isomerase; P07237; PDI insulin aggregation turbidity, A650, 90 min; inhibition, % at 10 µM; 350,000 compounds, 0.052% hits; AID 588391;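 active means mean inhibition across replicates of 30% or more, whatever share of single replicates reach that level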;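 further: absorbance from insulin aggregation driven by PDI reduction with DTT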
Target sequence (P07237 whole entry, looked up): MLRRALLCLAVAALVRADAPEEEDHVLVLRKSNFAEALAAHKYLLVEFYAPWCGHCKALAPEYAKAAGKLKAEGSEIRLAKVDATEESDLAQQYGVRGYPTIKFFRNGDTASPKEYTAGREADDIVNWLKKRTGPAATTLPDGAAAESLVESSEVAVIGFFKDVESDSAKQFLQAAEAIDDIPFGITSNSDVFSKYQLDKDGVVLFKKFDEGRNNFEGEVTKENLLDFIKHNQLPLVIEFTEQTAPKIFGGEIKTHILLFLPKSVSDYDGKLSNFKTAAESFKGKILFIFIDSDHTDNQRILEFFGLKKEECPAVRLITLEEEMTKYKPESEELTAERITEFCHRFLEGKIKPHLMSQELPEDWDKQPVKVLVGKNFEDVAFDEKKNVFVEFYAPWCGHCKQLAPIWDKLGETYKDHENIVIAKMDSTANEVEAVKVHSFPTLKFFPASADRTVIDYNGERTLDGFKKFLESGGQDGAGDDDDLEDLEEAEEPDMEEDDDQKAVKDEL
ABHD5 PLIN5 PPI – ABHD5-PLIN5 protein interaction inhibition; Q00G26+Q8WTS1; Split G. princeps luciferase complementation, luminescence, 4 h; inhibition, % at 4 µM; 360,000 compounds, 0.78% hits; AID 602281;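 active means inhibition above the mean inhibition across every tested compound plus 3 SD, cut at about 22% in these data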;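 further: 0% = DMSO only wells and the 100% control is not disclosed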
CaV13 FRET inh – Primary screen for inhibitors of IQ motif and Ca2+-dependent inactivation inhibitor domain binding in CACNA1D, Förster resonance energy transfer in living cells, … | AID 743397 | 340,000 compounds, 0.098% hits | HEK cells, CFP/YFP FRET ICDI-IQ, plate reader, 10 min; percent FRET-ratio fall versus neutral wells | inhibition, % at 12.3 µM;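 active means mean replicate inhibition of at least 30% and at least 1% of replicates passing that level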;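 further: 0% = median of the neutral control wells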
Exocytosis inh – lytic granule exocytosis inhibition; TALL-104 LAMP-1 surface exposure, flow cytometry; cells stimulated with thapsigargin and PMA; inhibition, % at 10 µM; 360,000 compounds, 0.66% hits;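 active means inhibition above about 55%, limit read from the data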
m5-HT2A agonist – agonists of mouse serotonin 5-HT2A receptor (HTR2A); activation, % at 7.6 µM; CHO-K1 mHTR2A beta-arrestin complementation, luminescence; percent of 30 µM serotonin response; 360,000 compounds, 0.66% hits; P35363;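 active means activation above a run cutoff, the mean activation of all tested compounds plus 3 SD, cut at about 14% in these data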;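 further: 0% = plate median of compound wells and 100% = 30 µM serotonin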
Target sequence (P35363 whole entry, looked up): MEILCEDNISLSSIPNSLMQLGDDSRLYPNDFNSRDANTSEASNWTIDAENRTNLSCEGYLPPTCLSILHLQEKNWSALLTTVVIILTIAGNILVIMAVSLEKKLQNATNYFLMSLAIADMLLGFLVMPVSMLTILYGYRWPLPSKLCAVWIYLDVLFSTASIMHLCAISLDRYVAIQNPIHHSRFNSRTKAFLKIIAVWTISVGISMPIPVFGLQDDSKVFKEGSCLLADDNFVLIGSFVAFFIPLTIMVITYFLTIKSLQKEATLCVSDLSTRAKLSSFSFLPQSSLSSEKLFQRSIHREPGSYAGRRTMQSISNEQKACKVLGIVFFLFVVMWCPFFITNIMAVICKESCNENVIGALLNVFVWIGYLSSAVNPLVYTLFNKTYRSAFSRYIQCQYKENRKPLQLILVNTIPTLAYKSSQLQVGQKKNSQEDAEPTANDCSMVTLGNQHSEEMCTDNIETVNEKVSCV
Cardio protect – protects H9c2 cardiomyocytes from peroxide injury; H2O2 injury protection, ATPLite, 2 h; protection from H2O2 cell death, % at 20 µM; 360,000 compounds, 0.63% hits;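 active means compounds giving at least 50% protection of heart cells from peroxide-induced death in the single-dose screen, raw or plate-pattern-corrected value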;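 further: 0% = DMSO wells with peroxide and 100% = DMSO wells without peroxide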
MC4R antagonist – human MC4R antagonism in cAMP assay; P32245; 360,000 compounds, 0.48% hits; inhibition, % at 6.5 µM; AID 540295; MC4R-expressing cells, MTII-stimulated cAMP, LANCE TR-FRET;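 active means inhibition above its plate's cutoff, the mean of tested wells on that plate plus 3 SD, cut at about 29% in these data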;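 further: 0% = Melanotan II alone and 100% = Melanotan II plus saturating MCL0020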
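Material: human MC4R-expressing U2OS cells. Probe or stimulus: Melanotan II challenge. Dosing: 6.5 µM single dose. Times: 30-min compound, 1-h challenge, 1-h detection, room temperature. Technique: TR-FRET with Eu-cAMP and labeled anti-cAMP, 671 nm. Replication: singlicate.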
Numbers without * were called inactive; · = no result given.

SMILES	ABCB6 inh MLPCN	N-glyco inh	MC4R barr agon	PDI turbidity	ABHD5 PLIN5 PPI	CaV13 FRET inh	Exocytosis inh	m5-HT2A agonist	Cardio protect	MC4R antagonist
CC(=O)C(=Cc1ccccc1)c1ccccc1	103	·	·	·	12	-14	-6	1	·	·
CCOC(=O)C1=CCN(S(=O)(=O)c2ccccc2)C1c1ccc(Cl)cc1 (centres undefined)	98	2	·	·	5	-6	-2	-8	2	·
O=C(Nc1ccccc1)C1=C[C@@H](C2CC2)C[C@@H](OCCCCO)O1	95	-4	-0.4	2	-6	-6	0	4	0	14
O=C1CCC(C(=O)OC(C(=O)c2c[nH]c3ccccc23)c2ccccc2)=NN1 (centres undefined)	97	2	-1.5	13	-1	-2	-2	-4	1	3
COc1ccc(C(=O)NC(=S)NC2CCSC2=O)cc1 (centres undefined)	97	-2	-2.8	0	-6	-8	-2	0	3	3
CCOc1ccc2c(c1)nc(SCC(=O)c1ccc(Br)s1)n2C	92	25	-1.4	-2	14	-4	103*	-2	-12	-15
C=CCn1c(SCC(=O)Nc2ccc(O)cc2)nc2sc(CC)cc2c1=O	101	0	-2.0	7	10	-7	25	3	10	-1
CCN(CC(=O)Nc1ccccc1C(F)(F)F)C(=O)CSCc1c(C)noc1C	98	1	-1.8	14	1	-6	5	-1	5	1
COc1cc(OC)cc(N(C(=O)CNC(=O)c2cccs2)C(C(=O)NCC2CCCO2)c2ccccc2)c1 (centres undefined)	103	-3	-0.2	0	1	-4	-5	-3	32	8
CCCC(=O)Nc1ccc(C(=O)N/N=C/c2ccc([N+](=O)[O-])o2)cc1	96	24	-0.5	8	-2	-6	-2	-3	-2	-9
Cc1c(C)c2cc(Cl)c(OCC(=O)NC3CC(C)(C)NC(C)(C)C3)cc2oc1=O	99	15	-1.4	-3	-5	-3	6	-12	2	3
N=c1n(-c2ccccc2)c(O)cc(=O)n1-c1ccccc1	99	-1	0.9	5	10	-7	-1	2	4	9
COc1ccc(-c2cc(C(F)F)n3ncc(C(=O)N4CCCCC4)c3n2)cc1	98	5	0.6	-4	5	-5	1	-1	11	-11
O=C(CNC(=O)c1ccc(-c2ccccc2)cc1)Nc1cccc(CO)c1	101	-2	0.1	-6	4	-6	-1	-6	6	7
CC(C)CNC(=O)c1cc(=O)[nH]c2ccc(S(=O)(=O)Nc3ccc(F)cc3)cc12	104	-2	1.5	-5	1	-3	0	10	-2	12
O=C(Nc1cccc(-n2cnnn2)c1)c1cc(Cl)nc(Cl)c1	93	4	-1.9	7	3	-5	-2	-2	8	2
O=C(Nc1c2c(nc3ccccc13)CCCC2)c1cccc([N+](=O)[O-])c1	100	-2	-1.1	1	3	-5	-2	1	14	4
CCCOC(=O)c1ccc(NC(=O)CCOc2ccccc2)cc1	99	-6	4.0	3	-5	-8	1	-5	-4	3
O=C(Nc1cccc(-c2cn3c(n2)SCC3)c1)c1ccc2c(c1)OCO2	91	2	-2.1	-3	-3	-5	-1	-2	9	5
Cc1nnsc1S(=O)c1ccc(F)cc1 (centres undefined)	100	0	-0.7	14	2	-18	20	4	2	0
CCCS(=O)(=O)c1nc(S(=O)(=O)c2ccc(C)cc2)c(N2CCN(C)CC2)s1	100	-5	-0.9	3	1	-16	0	-6	4	7
Nn1c(Cc2cccc3ccccc23)nnc1SCc1ccccc1	102	-2	0.3	1	0	-2	3	-3	-5	-3
O=C(O)c1ccc(S(=O)(=O)N2CCCCCCC2)cc1	100	0	-0.4	-4	-8	-5	-5	-1	4	5
CCN(CCCNS(=O)(=O)c1cc(-c2cc(C)no2)ccc1C)Cc1ccccc1	102	6	-2.5	8	5	-17	0	-7	6	4
CCc1ccc(NC(=O)C(C)OC(=O)/C=C/c2ccc(O)c(OC)c2)cc1 (centres undefined)	97	0	-0.1	7	-4	-6	-17	-1	-4	6
Continued.
SMILES	ABCB6 inh MLPCN	N-glyco inh	MC4R barr agon	PDI turbidity	ABHD5 PLIN5 PPI	CaV13 FRET inh	Exocytosis inh	m5-HT2A agonist	Cardio protect	MC4R antagonist
Cc1c(C)n(CC(O)CN2CCOCC2)c2ccccc12 (centres undefined)	99	-3	-2.4	1	-4	-9	3	-1	-3	3
O=c1nc(N2CCOCC2)nc2n1CCO2	94	-1	-1.9	-4	-1	-4	-3	0	20	6
O=S(=O)(Nc1cccc(-c2nnco2)c1)c1ccc(F)cc1F	102	3	0.8	-1	1	-21	2	-2	-3	5
O=C1CC(Nc2ccc(N3CCOCC3)cc2)C(=O)N1Cc1ccccc1 (centres undefined)	107	5	-1.6	1	-21	-7	0	-6	2	4
CCCN(C(=O)c1ccc([N+](=O)[O-])c(C)c1)c1c(N)n(Cc2ccccc2)c(=O)[nH]c1=O	93	4	2.6	-1	4	-5	6	-1	-4	6
NNc1nc2c(Cl)cccc2s1	96	0	0.0	-3	4	-5	-7	0	1	2
CCOC(=O)N1CCC(c2nc3ccccc3[nH]2)CC1	108	-3	1.1	0	-4	-1	-3	8	-1	6
Cc1cc(S(=O)(=O)Nc2noc3ccccc23)ccc1F	82	0	0.6	-4	0	-13	-3	-2	3	1
O=C1OC(COc2ccc(Br)cc2)CN1c1ccccc1 (centres undefined)	100	2	-2.0	-35	-5	1	1	2	-2	9
Cc1nnc(SCC(=O)N2CCN(c3cccc(Cl)c3)CC2)n1C1CC1	98	-1	-0.2	-1	1	-7	-3	-2	2	1
CC(C)=CC[N+]1(C)CCCCC1	100	3	0.6	-2	0	-5	0	1	6	11
Cc1csc(SCC(=O)NC(=O)NC(C)(C)C)n1	94	0	2.5	-6	-2	2	-1	2	4	15
Cc1cccc(N2C(=O)c3cccc4c(N5CCCCC5)c([N+](=O)[O-])cc(c34)C2=O)c1C	103	-11	-3.2	2	2	-3	0	4	-6	8
O=C(NC1CCCCC1)C(c1ccncc1)n1c(=O)c(-c2cc3ccccc3[nH]2)nc2ccccc21 (centres undefined)	·	·	·	·	1	-4	14	16*	·	·
Cc1ccc(N2CCN(C(=O)N3CCOCC3)CC2)c(C)c1	98	3	0.4	-3	6	-18	-3	-6	-1	1
COc1cccc(/C=N/NC(=O)CSc2ccccc2C)c1O	98	-4	-1.1	-3	-10	-3	6	2	53*	0
CCN(CC)C(CNC(=O)CSc1nnnn1-c1cccc(F)c1)c1ccco1 (centres undefined)	101	0	-1.4	-2	4	-6	2	0	8	7
CN1CCN(C(=O)CCN2C(=O)/C(=C\c3ccc(F)cc3)SC2=S)CC1	115	8	-0.3	-5	-6	-6	6	-4	-3	0
NC(=O)C1CCN(c2nc3ccccc3nc2NS(=O)(=O)c2ccc(Br)cc2)CC1	99	-2	-1.2	-9	4	-7	-14	4	28	7
COc1ccc(NC(=O)c2cc(-c3ccc4c(c3)OCO4)on2)cc1	93	0	0.1	1	-6	-2	-13	-7	1	4
CN(C)S(=O)(=O)c1ccc(S(=O)(=O)N2CCCC2)cc1	95	-1	-4.0	9	-3	-5	-3	-1	-2	-3
Cc1c(Cl)cccc1NC(=O)CSc1nncn1-c1cccnc1	94	-3	0.0	19	4	-3	-14	-1	5	-9
O=C(c1ccccc1)c1ccc2c(c1)OCCOCCOCCO2	103	0	1.1	4	-2	-13	2	-2	1	18
O=C(Nc1cccc(C(=O)Nc2ccccc2C(=O)O)c1)c1cccc(Cl)c1	96	4	0.4	-4	13	-4	0	0	14	-4
Cc1nn(C)c(Cl)c1CN1CCN(CCC(C)C)C(CCO)C1 (centres undefined)	97	4	-1.1	-3	-7	1	-5	-1	4	0
(further entries)
SMILES	ABCB6 inh MLPCN	N-glyco inh	MC4R barr agon	PDI turbidity	ABHD5 PLIN5 PPI	CaV13 FRET inh	Exocytosis inh	m5-HT2A agonist	Cardio protect	MC4R antagonist
CCCCC(=O)Nc1nnnn1CCC	94	2	-1.1	-5	-1	-5	2	1	8	-2
Cc1cccc2cc(CN(Cc3ccco3)C(=O)c3cccs3)c(=O)[nH]c12	117	1	-0.5	2	-1	-5	-2	6	8	1
CCOC(=O)C1=C(CS(=O)(=O)c2ccccc2)NC(=O)NC1c1cc(OC)c(O)c(OC)c1 (centres undefined)	98	4	-0.5	3	-3	-3	1	-3	12	2
O=C(c1cnn2c(C(F)(F)F)cc(-c3ccc(Br)cc3)nc12)N1CCOCC1	104	0	-2.0	0	0	·	-1	-3	1	2
COc1ccc(N(CC(=O)N/N=C/c2ccco2)S(=O)(=O)c2ccccc2)cc1Cl	93	-1	0.1	-7	-2	2	20	2	4	17
CCNCCNc1ccc(Cl)cc1[N+](=O)[O-]	90	-3	-0.6	5	5	-3	1	2	30	-7
O=C(NCCN1CCCC1)C(c1ccccc1)c1ccccc1	98	2	-1.1	12	7	8	-4	-1	7	4
COCCn1c(C)cc(C(=O)CN2CCCCC2)c1C	96	2	-2.7	0	3	-6	-6	4	-4	5
CC(=O)c1c(C)[nH]c(C(=O)OCc2csc(CC(=O)Nc3ccccc3C)n2)c1C	92	0	-0.5	8	-12	-3	-8	5	-8	1
O=C1CSC(c2cccc([N+](=O)[O-])c2)N1c1ccccc1F (centres undefined)	97	2	0.3	0	-7	0	-5	3	-6	4
c1ccc2c(C3=NNC(=NC4CCCCC4)SC3)c[nH]c2c1	104	0	-0.8	-5	-10	-8	4	-6	3	-13
CC(=O)c1c(C)oc2ccc(NS(=O)(=O)c3cccs3)cc12	101	-3	-1.1	1	0	0	0	4	5	0
COc1ccccc1CNC(=O)[C@@H]1CCCN1S(=O)(=O)c1ccc(C)cc1	87	-1	3.8	-4	5	-4	0	4	-3	-2
CCCc1nnc(NC(=O)c2ccncc2)s1	97	2	1.9	-3	4	-10	-5	1	-2	1
O=C(NCCc1ccccc1)C(c1ccccc1F)N(C(=O)c1csnn1)C1CC1 (centres undefined)	100	-1	0.2	1	-5	-3	-3	-1	1	11
CCN(CC)CCN(C(=O)CCS(=O)(=O)c1ccccc1)c1nc2cc3c(cc2s1)OCO3	99	-1	0.6	9	7	-6	11	-7	-1	2
Cc1nc2ccccc2n1CC(=O)c1ccc(O)c(O)c1	96	1	-0.4	-3	3	-4	6	2	12	1
CN(Cc1ccccc1)Cc1ccccc1C(O)c1ccccc1 (centres undefined)	93	-4	2.6	8	2	-11	-4	5	-6	6
COc1ccc(C(CC(=O)Nc2cc([N+](=O)[O-])ccc2OC)c2ccccc2)cc1 (centres undefined)	99	-2	-2.8	-2	9	-5	-10	-8	0	11
Cc1cc(-c2c(C(=O)N3CCOCC3)c(C)nn2-c2cccc(C(F)(F)F)c2)no1	99	4	-1.2	8	-2	-21	-5	5	13	3

Reprinted at random: 3 entries already listed
SMILES	ABCB6 inh MLPCN	N-glyco inh	MC4R barr agon	PDI turbidity	ABHD5 PLIN5 PPI	CaV13 FRET inh	Exocytosis inh	m5-HT2A agonist	Cardio protect	MC4R antagonist
CN(Cc1ccccc1)Cc1ccccc1C(O)c1ccccc1 (centres undefined)	93	-4	2.6	8	2	-11	-4	5	-6	6
COc1ccccc1CNC(=O)[C@@H]1CCCN1S(=O)(=O)c1ccc(C)cc1	87	-1	3.8	-4	5	-4	0	4	-3	-2
Cc1nc2ccccc2n1CC(=O)c1ccc(O)c(O)c1	96	1	-0.4	-3	3	-4	6	2	12	1
